From PubChem
Yp Topo-I inh – blocks Yersinia pestis topoisomerase I activity. 360,000 compounds, 0.064% hits. AID 504884. activity, % at 10 µM. Y. pestis Topo-I cleavage product accumulation, plate reader; in the data active = activity above about 50%, passing the limit was not always enough; inconclusive = no clear call, values can overlap the other calls; also: inactives centre near 2
SSB-PriA inh – K. pneumoniae PriA-SSBct interaction inhibition; AlphaScreen SSBct-PriA binding, biotinylated peptide; inhibition, % at 33 µM; 430,000 compounds, 0.6% hits; in the data active = inhibition mostly above about 37%, no sharp cut-off; inactive = mostly below about 20%;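 also: plate controls were negative control peptide for no effect and reference peptide for full effect; strong numbers were not always called active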
Anthrax LF inh2 – inhibitors of Bacillus anthracis lethal factor protease; multiplex microsphere protease cleavage assay, LF; inhibition, % at 10 µM; P15917; 360,000 compounds, 0.12% hits; in the data active = inhibition above about 30%; inconclusive = no clear call, values can overlap the other calls; also: plate controls were buffer without enzyme for full effect and enzyme alone for no effect
PfHsp40 rescue – compounds rescuing yeast from Plasmodium falciparum HSP40 toxicity | S. cerevisiae expressing PfHsp40, growth rescue, ATP luminescence | growth rescue, % at 12.5 µM | 340,000 compounds, 0.68% hits | AID 504582; in the data active = growth rescue above about 28%, passing the limit was not always enough; inconclusive = no clear call, values can overlap the other calls;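 also: yeast W303a lacking pdr1 and pdr3 grown in galactose medium; growth measured after three days at 30 °C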
BH1578 lux ind – quorum light induction in luxS cqsA deficient V. cholerae. V. cholerae BH1578 lux reporter, luminescence, 6 h. activation, % at 18.7 µM. AID 588436. 350,000 compounds, 0.16% hits; in the data active = activation mostly above about 9.7%, no sharp cut-off; inconclusive = no clear call, values can overlap the other calls; inactive = mostly below about 3.7%; also: not every result past the cut was called active; inactives centre near 0; reference of the scale not given here
Rv3671c inh – inhibits the M. tuberculosis serine protease Rv3671c; AID 2606; 320,000 compounds, 0.048% hits; inhibition, % at 5.96 µM; in the data active = inhibition above about 38%;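 also: extracellular domain of Rv3671c used as enzyme; 0% = enzyme with DMSO and 100% = no enzyme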
MazEF act – increases E. coli MazEF RNase cleavage of RNA; P0AE70; FAM/BHQ RNA-DNA oligo cleavage fluorescence, 5 h; activation, % at 20 µM; 350,000 compounds, 0.32% hits; AID 504720; in the data active = activation above about 50%
SARS 3CLpro inh – SARS-CoV 3CLpro protease inhibition. recombinant SARS-CoV 3CLpro, quenched FRET peptide cleavage. inhibition, % at 6 µM. 290,000 compounds, 0.14% hits; in the data active = inhibition above about 12%
VHR inh abs – blocks human VHR1 dual specificity phosphatase; P51452; recombinant VHR phosphatase, pNPP absorbance; inhibition, % at 13.3 µM; 290,000 compounds, 0.52% hits; AID 1654; in the data active = inhibition above about 50%; also: some compounds called inactive have numbers as strong as hits
TcdB GH inh – inhibitors of Clostridioides difficile toxin B glycohydrolase | P18177 | inhibition, % at 9.99 µM | 350,000 compounds, 0.24% hits | TcdB glycohydrolase enzymatic assay, plate reader | AID 652162; in the data active = inhibition above about 10%
The depositor's hits bear a star; i = inactive; ? = inconclusive; . = not tested or not shown; & = joins results of further samples. A portion of the library; rates above refer to the full screens.

SMILES	Yp Topo-I inh	SSB-PriA inh	Anthrax LF inh2	PfHsp40 rescue	BH1578 lux ind	Rv3671c inh	MazEF act	SARS 3CLpro inh	VHR inh abs	TcdB GH inh
COc1cc(Br)cc2cc(C(=O)NCC3CCCO3)c(=O)oc12 (stereo not drawn)	2.1	11.0&0.1	-1.1	-1.1	3.0	-3.8	10.2	1.9	21.9	.
O=CN1CCN(C(=S)NC(=O)c2ccc(Cl)cc2)CC1	-10.3	-9.3	4.5	-1.5	0.7	.	-0.8	1.6	29.0	-0.3
CCOc1ccc(S(=O)(=O)N(CC)CC)cc1NC(=O)c1ccc(N2CCCC2=O)cc1	10.1	-3.9	-0.1	5.8	-0.1	-5.2	2.5	-2.1	-6.8	1.3
COC(=O)CCCNC(=O)OCc1ccc([N+](=O)[O-])cc1	-4.5	-8.1	1.0	0.4	i	-3.6	1.5	-3.9	-13.1	.
COC(=O)c1ccc(C2C(C(=O)c3cc4ccccc4o3)=C(O)C(=O)N2CCCN(C)C)cc1 (stereo not drawn)	-8.8	-16.9	1.8	-0.8	i	1.6	-0.9	0.0	21.4	.
CCC1CCC(NC(=O)Nc2cccc(OC)c2)CC1 (stereo not drawn)	-3.9	-4.9	-1.7	1.6	-0.4	0.8	-4.6	0.8	7.3	.
Cc1ccc(C(=O)C(OC(=O)CNC(=O)c2ccc(Cl)cc2)c2ccccc2)cc1 (stereo not drawn)	-1.7	-5.3	-0.5	0.8	i	-36.1	4.0	-0.4	9.7	.
O=C(O)Cc1ccc(C(=O)c2ccccc2F)s1	-0.7	-12.2	1.3	-0.8	1.1	-2.8	3.1	5.0	-14.1	.
Cn1c(=O)c2c(ncn2CC(=O)OCC(=O)Nc2ccccc2Cl)n(C)c1=O	-1.6	-8.7	1.4	-0.5	-0.1	-5.1	1.6	-1.4	-0.3	.
Cn1c(Cc2ccccc2)nnc1SCC(=O)NC1CCCCC1	7.1	-11.0	-10.3	-0.3	.	-1.3	-2.5	-3.5	-2.0	-0.4
CCOC(=O)c1csc(NC(C)=O)n1	4.6	-12.0&-15.4	4.7	-0.9	1.6	0.7	7.9	0.0	-28.4	0.2
FC(F)(F)c1cc(CCN2CCNC[C@@H]2Cc2ccccc2)cc(C(F)(F)F)c1	-17.9	-3.6	4.8	-0.7	-0.4	0.9	-12.7	.	.	2.3
CCC(CO)NCc1ccc(OCC(O)c2ccccc2)c(OC)c1 (stereo not drawn)	8.5	0.7	12.8	0.1	i	-1.6	10.4	-8.6	0.7	0.4
CCc1nnc(SCC(=O)NC2CC2)n1CC	-3.6	23.6	-1.4	-1.0	0.6	5.7	-2.2	-3.1	14.4	-0.1
Cc1ccc(-c2noc(CN(C)C(=O)c3ccoc3C)n2)cc1	6.5	4.9	2.4	-0.2	-7.3	0.3	10.2	-6.8	-1.0	0.6
CCCCC(=O)NC(c1ccccc1)c1ccc2cccnc2c1O (stereo not drawn)	-1.0	-5.8	-9.4	-1.2	0.8	4.7	-6.8	-1.3	19.2	2.9
CCCCCCCCNS(=O)(=O)CCNCc1ccccc1	37.1	-7.8	-6.1	-0.2	-0.7	.	-13.6	.	.	1.2
CCN(CC)C(=O)CN(c1cc(Cl)ccc1OC)S(=O)(=O)c1ccc(C)c([N+](=O)[O-])c1	8.1	-0.5	1.3	0.7	-1.0	3.4	0.6	-0.9	5.7	.
COc1ccc(N=Cc2c(O)c3ccccc3n2C(C)=O)cc1	-8.6	-25.8	5.4	1.5	i	14.1	-34.2	-1.9	17.2	1.6
COc1ccc(OC)c(NC(=O)Nc2nc(C(C)N)cs2)c1 (stereo not drawn)	-3.0	.	-3.0	.	i	.	.	.	.	-5.7
O=C1CC(c2ccccc2)CC(O)=C1C=Nc1ccc(Cl)cc1 (stereo not drawn)	-3.0	-1.9	-0.2	0.9	i	1.1	-5.5	-1.4	-1.6	0.4
CCN(CC)c1ccc(/C=C(/C#N)c2nc3ccc(C)cc3[nH]2)c(OC(C)C)c1	-17.2	-0.8	-3.9	3.8	i	-16.2	-168.0	-21.6	13.7	-0.2
CC[C@@H](C)[C@@H]1CN([C@@H](C)CN2CCC[C@H]2CN2C(N)=NC[C@H]2CC(C)C)C(=N)N1CCc1ccc(Cl)c(Cl)c1	-13.0	-1.0	-7.6	-0.3	0.3	7.0	27.0	.	.	-0.8
N#Cc1ccccc1S(=O)(=O)N1CCN(Cc2c(O)ccc3ccccc23)CC1	30.3	-19.3	-5.7	1.3	i	4.7	-17.6	.	.	2.8
COc1ccc(/C=N/Nc2cc(C)nc(N3CCOCC3)n2)c(OC)c1	-3.8	i	.	-0.6	-1.0	5.6	8.2	0.7	25.3	1.0

The list goes on.
SMILES	Yp Topo-I inh	SSB-PriA inh	Anthrax LF inh2	PfHsp40 rescue	BH1578 lux ind	Rv3671c inh	MazEF act	SARS 3CLpro inh	VHR inh abs	TcdB GH inh
Cc1cccc(C)c1NC(=O)Cn1c(=O)n(CCCC(=O)NCc2ccco2)c(=O)c2sccc21	-4.0	-1.1	0.0	0.1	i	-0.8	-1.2	-3.0	4.6	.
Cc1nn(Cc2cccc(C(=O)NCC(C)C)c2)c(C)c1Br	3.3	-7.1	-7.1	-1.2	3.2	-6.1	7.5	-2.2	17.7	.
Cc1ccc(S(=O)(=O)NC(=O)C2(C)CCN2C(=O)CCc2ccc(Cl)cc2Cl)cc1 (stereo not drawn)	0.2	.	3.1	.	-0.4	.	.	.	.	-1.2
COc1ccc2[nH]c3c(Cl)ncnc3c2c1	-6.8	-5.4	0.2	0.2	-0.3	-2.1	1.3	1.8	13.3	1.4
CCSC1=C(C#N)C(c2ccc(OC)c(OC)c2)CC(=O)N1 (stereo not drawn)	4.2	-9.9	-1.2	0.5	0.5	1.6	6.9	3.0	19.9	.
Fc1ccc(C2CCCN2Cc2nc(Cc3ccccc3F)no2)cc1 (stereo not drawn)	13.1	-18.6	0.4	0.1	0.7	9.4	-8.7	-0.9	-14.7	0.7
O=C(CSc1ncnc2ccccc12)N1CCNC1=O	5.9	-2.0	0.9	-0.6	-0.3	-1.5	-5.1	.	.	-3.1
CCN1C(=O)c2c(C)nc3ccccc3c2C1=O	0.4	2.6	-3.0	1.0	-0.9	3.9	6.3	-0.3	15.6	-0.2
COc1ccccc1NC(=O)OC(C)c1ccc(Cl)cc1 (stereo not drawn)	28.5	-52.6	-3.7	-1.1	4.5	-2.5	1.9	-0.3	-7.7	-0.2
COC(=O)C1C(=O)OC(C)(C)C1C(C)C(=O)c1ccc(C)cc1C (stereo not drawn)	-1.6	6.3	-5.4	-0.3	i	-3.7	2.3	6.5	9.3	-1.8
CCOc1ccc(NC(=O)CN(C)S(=O)(=O)c2cccc3cccnc23)cc1	-1.3	-7.1	-1.2	-0.5	3.1	-0.1	2.3	-1.1	-9.1	1.4
CC1CCc2sc(C(=O)NCCCn3ccnc3)cc2C1 (stereo not drawn)	10.1	12.3	2.7	1.9	i	7.2	0.9	3.6	22.1	6.5
CCOC(=O)C(C)On1c(SC(C)C(=O)OCC)nc2ccccc2c1=O (stereo not drawn)	-3.0	-30.7	-5.3	-0.3	-0.3	2.1	5.3	3.0	22.2	.
CSCCC(NS(=O)(=O)c1ccc(C)cc1)C(=O)NC1CCCCCC1 (stereo not drawn)	3.2	-9.0	-4.7	-0.4	1.5	-2.6	1.3	.	.	2.0
O=C1c2ccccc2S(=O)(=O)N1CC(O)Cn1ccc2ccccc21 (stereo not drawn)	-0.9	-4.5	28.8	-2.0	-1.4	-11.0	-36.7	1.2	24.9	.
COc1cccc(OC)c1C(=O)Nc1ccccc1N1CCCC1	10.1	4.4	3.5	-0.4	-0.4	2.4	3.3	-4.6	-3.9	.
O=C(CSC1=NS(=O)(=O)c2ccccc2N1)c1ccccc1	-0.6	-8.3	?	-1.3	i	-3.8	7.0	.	.	0.4
O=C(N=C1SC2CS(=O)(=O)CC2N1c1ccc(Cl)cc1Cl)C1CCCO1 (stereo not drawn)	-3.6	-11.2	-2.2	0.2	i	-3.6	-22.2	2.4	-6.5	-0.2
CN(C)CCNc1ccc2nnn3c4ccc(O)cc4c(=O)c1c23	-40.0	-20.2	-6.7	-0.2	-1.6	.	0.1	.	.	0.4
CCN1CCCC1CNCc1cc(OC)c(OC)c(OC)c1 (stereo not drawn)	-3.5	-14.1	-0.4	-1.1	-0.2	8.4	-4.6	5.8	10.8	1.6
Cc1cc(C)c(C#N)c(N2CCN(c3ccccc3)CC2)n1	17.7	-14.0	14.9	6.7	-0.5	16.8	-4.3	-2.6	-1.6	0.7
COCCNc1nc(Oc2cncc(Cl)c2)c2sccc2n1	4.2	.	3.0	.	-0.2	.	.	.	.	1.7
N#Cc1nc(-c2ccc(OCc3ccc(Cl)cc3)cc2)oc1N1CCC(C(N)=O)CC1	2.0	-4.4	-5.2	-0.3	4.8	3.8	3.6	0.9	100.8	2.0
O=C(C1=C[C@H](c2ccc(C(F)(F)F)cc2)C[C@H](OCc2ccc(CO)cc2)O1)N1CCN(Cc2ccccc2)CC1	8.4	-4.6	-5.6	1.6	-0.4	-4.7	-1.9	-3.7	6.7	0.1&0.8
Cc1ccc(NC(=O)CSc2nc3[nH]ncc3c(=O)[nH]2)cc1Cl	4.6	3.3	?	0.2	0.0	-12.6	0.1	.	.	-0.1

The listing continues.
SMILES	Yp Topo-I inh	SSB-PriA inh	Anthrax LF inh2	PfHsp40 rescue	BH1578 lux ind	Rv3671c inh	MazEF act	SARS 3CLpro inh	VHR inh abs	TcdB GH inh
CC(=O)NCCC(=O)Nc1cc(S(=O)(=O)N2CCCCC2)ccc1N1CCCCC1	0.6	-7.5	6.6	-1.1	-3.4	-8.4	5.9	.	.	-0.8
O=C(C[n+]1cc(-c2ccc(Cl)c(Cl)c2)n2c1CCC2)OCc1ccccc1	5.5	-0.1	-2.2	0.6	-0.4	2.7	12.6	0.1	-1.0	1.1
CCOC(=O)N1CCN(S(=O)(=O)c2ccc(Br)cc2)CC1	-1.5	-16.7	3.0	-0.5	-0.1	-2.9	2.9	-6.3	6.1	1.7
O=C(Cc1cccs1)Nc1cccc([N+](=O)[O-])c1	-7.3	4.9	-0.1	1.8	-0.4	4.9	1.9	-0.2	19.7	1.6
CCCN(C(=O)c1cc(C)ccc1C)c1c(N)n(Cc2ccccc2)c(=O)[nH]c1=O	3.7	-15.2	2.3	-1.4	0.0	5.8	-0.7	.	.	-1.1
CCCN(CCC)S(=O)(=O)c1ccc(C)cc1	-8.5	-17.3	-11.0	-1.4	-0.7	2.5	6.4	-3.3	13.4	-2.6

An excerpt of these results, with each value named:
O=C(C[n+]1cc(-c2ccc(Cl)c(Cl)c2)n2c1CCC2)OCc1ccccc1
  Yp Topo-I inh = 5.5
  SSB-PriA inh = -0.1
  Anthrax LF inh2 = -2.2
  PfHsp40 rescue = 0.6
  BH1578 lux ind = -0.4
  Rv3671c inh = 2.7
  MazEF act = 12.6
  SARS 3CLpro inh = 0.1
  VHR inh abs = -1.0
  TcdB GH inh = 1.1

CCOC(=O)N1CCN(S(=O)(=O)c2ccc(Br)cc2)CC1
  Yp Topo-I inh = -1.5
  SSB-PriA inh = -16.7
  Anthrax LF inh2 = 3.0
  PfHsp40 rescue = -0.5
  BH1578 lux ind = -0.1
  Rv3671c inh = -2.9
  MazEF act = 2.9
  SARS 3CLpro inh = -6.3
  VHR inh abs = 6.1
  TcdB GH inh = 1.7

O=C(Cc1cccs1)Nc1cccc([N+](=O)[O-])c1
  Yp Topo-I inh = -7.3
  SSB-PriA inh = 4.9
  Anthrax LF inh2 = -0.1
  PfHsp40 rescue = 1.8
  BH1578 lux ind = -0.4
  Rv3671c inh = 4.9
  MazEF act = 1.9
  SARS 3CLpro inh = -0.2
  VHR inh abs = 19.7
  TcdB GH inh = 1.6

CCCN(C(=O)c1cc(C)ccc1C)c1c(N)n(Cc2ccccc2)c(=O)[nH]c1=O
  Yp Topo-I inh = 3.7
  SSB-PriA inh = -15.2
  Anthrax LF inh2 = 2.3
  PfHsp40 rescue = -1.4
  BH1578 lux ind = 0.0
  Rv3671c inh = 5.8
  MazEF act = -0.7
  SARS 3CLpro inh = .
  VHR inh abs = .
  TcdB GH inh = -1.1
